LMNA splice mod: qHTS Assay for Modulators of Lamin A Splicing; HeLa LMNA splicing GFP/RFP minigene ratio, 48 h; Potency, µM (doses to about 46.1 µM), inactives show at the top dose ratio change, negative = inhibition, most hits filed as inhibitors; 200,000 tested, 0.01% active; AID 1487, 2009; active = well fitted inhibition curve with a large enough effect in the signal ratio, with a control signal flat, not every such curve was filed as active; inconclusive = small, poorly fitted or top-dose-only effect, or effect the other way, or a change in a side signal; the % refers to the signal ratio; note: potency is the fitted concentration of half-maximal effect; % is set by controls: 0 for no effect and ±100 for the full control effect
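S3 HeLa stable clones carrying a lamin A-EGFP splicing minigene plus DsRed2 were seeded at 600 cells/well in Opti-MEM with 2% FBS, pin-dosed and incubated 48 h at 37°C. Acumen cytometry (488 nm) gave the GFP/RFP total-intensity ratio.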
IMPase Li cell: qHTS Assay for Identifying the Cell-Membrane Permeable IMPase Inhibitors: Potentiation with Lithium | CHO-M1 cells, IP1 TR-FRET (IP-One), carbachol + lithium | Potency, µM (series often up to 59.4 µM), without a hit: top-dose activity, negative = IMPase inhibition, most hits filed as inhibitors | 210,000 tested, 0.35% active;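 note: IP1 builds up when IMPase is blocked and the TR-FRET signal falls; potency is the fitted concentration of half-maximal effect; plate controls were basal vehicle for no effect and high inhibitor control for full effect; nearly all actives have a fitted effect of over 50% in size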
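CHO cells stably expressing M1 receptor (2000/well) were cultured 16–30 h, then exposed to compounds with a small lithium addition for 30 min at 37C. IP1 was measured by TR-FRET competition; AC50 from Hill fits.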
aGal spleen mod: qHTS Assay for Inhibitors and Activators of Human alpha-Galactosidase From Spleen Homogenate; Alpha-galactosidase A (Homo sapiens), P06280; human spleen homogenate, 4MU-alpha-Gal fluorescence, 40 min; Potency, µM (doses to about 80 µM), for inactives: top-dose activity change, negative = inhibition, actives largely listed as inhibitors; 240,000 tested, 0.008% active; AID 2107, 2009;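 note: potency is the fitted concentration of half-maximal effect; 0% = enzyme with vehicle and -100% = no enzyme basal signal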
Target sequence (P06280 32-429 limits assumed): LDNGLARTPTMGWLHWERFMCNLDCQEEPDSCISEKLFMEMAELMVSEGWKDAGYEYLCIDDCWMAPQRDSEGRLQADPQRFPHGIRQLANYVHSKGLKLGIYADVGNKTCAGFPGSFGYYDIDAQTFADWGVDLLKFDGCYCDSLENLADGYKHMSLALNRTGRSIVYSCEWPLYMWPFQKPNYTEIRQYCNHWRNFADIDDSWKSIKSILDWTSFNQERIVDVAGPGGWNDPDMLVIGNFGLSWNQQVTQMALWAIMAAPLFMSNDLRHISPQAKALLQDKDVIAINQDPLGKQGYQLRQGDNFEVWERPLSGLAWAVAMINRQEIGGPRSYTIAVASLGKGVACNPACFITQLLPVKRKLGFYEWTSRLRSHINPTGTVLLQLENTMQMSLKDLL
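Human spleen homogenate (1 ug) as enzyme source, 4-methylumbelliferyl-alpha-D-galactopyranoside 1 mM final, citrate/phosphate pH 5.0 with 0.01% Tween-20. Compounds 40 min at 37C, NaOH/glycine stop; fluorescence Ex 365/Em 440, Hill-fit AC50.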
Epigenetic reg: Quantitative High-Throughput Screen for Regulators of Epigenetic Control | murine LDR cells, GFP reporter derepression, 30 h | Potency, µM (top dose mostly 53.9 µM), without a hit: at the highest dose GFP activation, usual class: activators | 280,000 tested, 0.2% active | AID 1865, 2009; note: potency is the fitted concentration of half-maximal effect; % of control where 0% means no effect; nearly all actives have a fitted effect of over 60% in size
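GFP-positive cell count by laser-scanning cytometry (objects 20–120 um) after 30 h, 37 C compound exposure of murine LDR cells; reporter is CMV-GFP integrated at a silenced locus, inducible by HDAC or DNMT inhibitors.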
Luc counter: Counterscreen for Luciferase (Kinase-Glo TM) Inhibition | Kinase-Glo luciferase, ATP luminescence, 8 min | Luciferin 4-monooxygenase (Photuris pensylvanica), Q27757 | Potency, µM (doses to about 38.3 µM), for inactives: at the top dose activity change, negative = inhibition, actives largely listed as inhibitors | AID 1379, 2008 | 200,000 tested, 0.28% active; note: potency is the fitted concentration of half-maximal effect; % is set by controls: 0 for no effect and ±100 for the full control effect; nearly all actives have a fitted effect of over 60% in size
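Luminescence was the read-out, taken after 8-minute incubation at ambient temperature. Luciferase turned over luciferin with 10 uM ATP in imidazole pH 7.2 buffer containing KCl, MgCl2, Tween 20 and BSA.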
NPSR antagonist: qHTS Assay for Antagonists of the Neuropeptide S Receptor: cAMP Signal Transduction; Q6W5P4; CHO-NPSR cells, cAMP TR-FRET, antagonist mode; 220,000 tested, 1% active; Potency, µM (series often up to 38.3 µM), for the others: top-dose activity change, negative = inhibition, actives largely listed as inhibitors; note: potency is the fitted concentration of half-maximal effect; % is set by controls: 0 for no effect and ±100 for the full control effect; nearly all actives have a fitted effect of over 50% in size; many of its hits are not listed in these tables
Target sequence (Q6W5P4 whole entry, looked up): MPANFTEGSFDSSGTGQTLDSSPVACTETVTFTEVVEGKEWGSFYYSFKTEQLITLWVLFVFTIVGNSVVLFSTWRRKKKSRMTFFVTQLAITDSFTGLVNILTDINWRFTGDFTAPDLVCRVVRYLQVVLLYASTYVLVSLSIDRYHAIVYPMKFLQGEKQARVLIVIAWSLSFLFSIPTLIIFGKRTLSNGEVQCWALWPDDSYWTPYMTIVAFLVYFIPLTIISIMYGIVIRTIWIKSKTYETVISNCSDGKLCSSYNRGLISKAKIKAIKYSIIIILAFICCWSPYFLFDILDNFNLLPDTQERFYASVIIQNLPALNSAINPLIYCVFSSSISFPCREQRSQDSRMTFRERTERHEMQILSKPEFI
CBFb-RUNX1 inh: qHTS Assay for Compounds Blocking the Interaction Between CBF-beta and RUNX1 for the Treatment of Acute Myeloid Leukemia; Runt-related transcription factor 1 (Homo sapiens) + Core-binding factor subunit beta …; AlphaScreen CBFb-His/RUNX1-biotin binding, biochemical; Potency, µM (top dose mostly 59.8 µM), for inactives: at the top dose activity, negative = inhibition, most hits filed as inhibitors; 230,000 tested, under 10 active; note: % of control where 0% means no effect
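Read-out: AlphaScreen. Format: His-CBF-beta with biotinylated RUNX1 (30 nM each) preincubated 20 min, compound 15 min, Ni-chelate plus streptavidin beads 90 min; room temperature throughout.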
Active calls of the source: *; u = inconclusive; x = no result given; & = joins results of further samples; [ ] = dose if it differs, or a comment. Unless noted, calls come from the whole dose curve; as a rule, active = well fitted curve in the direction sought with a large enough effect; inconclusive = small, poorly fitted or top-dose-only effect, or another doubt; inactive = no such curve, though single readings can be large; an effect the other way counts as inactive or inconclusive.

The line under a structure holds: LMNA splice mod	IMPase Li cell	aGal spleen mod	Epigenetic reg	Luc counter	NPSR antagonist	CBFb-RUNX1 inh
CCOc1cc(S(=O)(=O)N(CC)CC)c(OCC)cc1-n1cnnn1
  8%	11%[38.3 µM]	10%	-1.1%	-3%	-11%[46.1 µM]	1%
Cc1ccccc1NC(=S)NCc1cccs1
  9%	23%[38.3 µM]	-7%	0.1%	-2%	0%[46.1 µM]	-6%
Cc1ccc(C(=O)Nc2ccccc2C(=O)NC(CC(=O)O)C(=O)O)cc1 (stereo not given)
  -1%	-1%[38.3 µM]	0%	0.0%	-1%	4%[46.1 µM]	1%
COC(=O)c1ccc(COC(=O)C23CC4CC(CC(O)(C4)C2)C3)o1
  -2%	-1%[38.3 µM]	-2%	-1.1%	-3%	15%[46.1 µM]	4%
Cc1ccc2[nH]c(O)c(N=NC(=O)c3ccc(NS(=O)(=O)c4cccs4)cc3)c2c1
  x	x	-13%	-1.1%	x	-49%	10%
NS(=O)(=O)c1cc(C(=O)OCC(=O)NC2CC2)ccc1Cl
  -4%	14%[38.3 µM]	-2%	-2.7%	-2%	u	2%
O=C(O)C1CCN(C(=O)c2scc3c2OCCO3)CC1
  2%	-12%[38.3 µM]	-9%	-5.4%	-1%	-8%[46.1 µM]	6%
O=C(N/N=C/c1ccc(-c2cccc([N+](=O)[O-])c2)o1)c1cccs1
  0%[46 µM]	3%	-1%	-0.9%	6%	-1%	-13%
O=C(O)c1ccc(Cl)c(Cl)c1
  x	-5%	12%	x	x	x	28%[21.7 µM]
Cn1cccc1CC(=O)N/N=C/C=C/c1ccco1
  13%	1%	-4%	1.1%	-3%	-7%	5%
Cc1noc(C)c1C(=O)N1CCC[C@@]2(CCN(C(=O)Nc3cccc(C#N)c3)C2)C1
  x	-7%	14%	x	-4%	x	x
C=C(C)C1CC=C(CO)CC1 (stereo not given)
  x	8%	-1%	-1.3%	-3%	x	7%
COC(=O)C1=C(C)N(C)C(=O)NC1c1ccc(O)c(Cl)c1 (stereo not given)
  u	2%	2%	1.2%	1%	5%	1%
NCCC(=O)O
  x	-1%&13%	-7%&9%	0.0%&-0.3%	-2%	x	18%
CCOc1ccc(CNC(=O)c2ccc(Sc3ccc(Cl)cc3)c(NC(C)=O)c2)cc1
  u	6%	-4%	1.2%&-0.9%	3%	-19%	2%
C=CCn1c(-c2ccc(F)cc2)n[nH]c1=S
  -4%[46 µM]	-8%	7%	0.0%	0%	-4%	10%
O=C(CN(Cc1ccc2c(c1)OCO2)C(=O)CNS(=O)(=O)c1ccccc1)NCC1CCCO1 (stereo not given)
  -4%	-6%[38.3 µM]	11%	-1.1%	-4%	-2%[46.1 µM]	2%
O=C(Nc1ccc(S(=O)(=O)NC2=NCCCCC2)cc1)c1ccccc1Cl
  x	x	-5%	0.1%	x	0%	-22%
Cc1nn(-c2nnc(C)c(=O)[nH]2)c(C)c1SCC(=O)Nc1ccc(F)cc1
  13%	23%[38.3 µM]	4%	0.0%	-2%	1%[46.1 µM]	1%
Cc1cc(N)n(-c2ccc(Oc3ccccc3)c(S(=O)(=O)O)c2)n1
  x	-1%	1%	-2.5%	0%	21%	u
CC(=O)Oc1cccc(N2C(=O)CC(Nc3ccc(N4CCOCC4)cc3)C2=O)c1 (stereo not given)
  -6%	29%[38.3 µM]	4%	-1.6%	0%	-14%[46.1 µM]	-28%
CCOC(=O)CCC(=O)NCc1ccc2[nH]c(C)cc2c1
  -3%	4%	5%	-0.1%	-2%	-1%[46.1 µM]	-3%
CSc1nc2ccccc2nc1N(C)S(=O)(=O)c1ccc(C)cc1
  x	x	1%	-1.6%	x	-42%	6%
CC(CN1CCOCC1)OC(=O)c1cccs1 (stereo not given)
  1%	42%[activator][38.3 µM]	4%	-2.5%	-2%	-9%[46.1 µM]	-2%
COc1cccc2cc(C(=O)c3ccc([N+](=O)[O-])cc3)oc12
  x	-1%	7%	-2.7%	-14%	-9%	3%
Fc1ccccc1OCCSc1ncnc2nc[nH]c12
  -3%[46 µM]	-3%	9%	-3.2%	-2%	-3%	1%
O=C(O)c1nccnc1C(=O)NCCc1c[nH]c2ccccc12
  -8%[46 µM]	0%	6%	-1.4%	-1%	9%	2%
C=CCn1c(=NC(=O)CN2C(=O)CCC2=O)sc2cccc(OC)c21
  -11%	22%[38.3 µM]	3%	0.0%	0%	-7%[46.1 µM]	7%
COc1ccccc1OCCNS(=O)(=O)c1ccc2oc3ccccc3c2c1
  u	2%	7%	0.0%	-2%	8%	-5%
COc1ccccc1N(CC(=O)NCCSc1ccccc1)S(C)(=O)=O
  -10%	-3%	6%	-1.0%	2%	5%[46.1 µM]	12%
CCOc1ccc(NC(=O)CCC(=O)OC)cc1
  u	1%[38.3 µM]	2%	1.5%	-4%	-12%[46.1 µM]	0%
COc1ccc(NC(=S)N2CCc3ccccc3C2)cc1OC
  x	-4%	-6%	-1.5%	1%	2%	4%
COc1ccc(Cl)cc1NC(=S)Nc1cccnc1
  -18%[46 µM]	0%	0%	0.9%	0%	14%	10%
COC(=O)COc1cccc(/C=N/NC(=O)CCSc2ccccc2)c1
  13%[9.22 µM]	8%	5%	4.5%	14%	-10%	4%
Cn1cccc1Cc1nnc(SCC(=O)NC2CCCC2)n1-c1ccc(F)cc1
  10%	-5%[38.3 µM]	-4%	0.0%	2%	-14%[46.1 µM]	-3%
Cc1nn(C)c(C)c1S(=O)(=O)N1CCC(C(=O)NC2CCCCCC2)CC1
  -12%	2%[38.3 µM]	-1%	-0.8%	0%	-6%[46.1 µM]	1%
CCCc1ncc(C[n+]2ccccc2C)c(N)n1
  u	8%&6%	-22%	2.7%	2%	x	-5%
CCc1cc2c(=O)c(-c3nc4ccccc4n3C)c(COCC(=O)O)oc2cc1O
  15%	-22%[38.3 µM]	-5%	-1.1%	3%	u	-3%
CCOC(=O)/C(C#N)=N\Nc1ccc(S(=O)(=O)Nc2nc(C)cc(C)n2)cc1
  1%	-6%	2%	0.0%	-1%	-2%	-1%
O=C(CSc1nnnn1-c1ccccc1)N1CCCc2ccccc21
  4%	5%[38.3 µM]	-1%	-4.4%	-3%	-14%[46.1 µM]	1%

Record cards (already shown). Order of screens: LMNA splice mod	IMPase Li cell	aGal spleen mod	Epigenetic reg	Luc counter	NPSR antagonist	CBFb-RUNX1 inh
Listed for `CC(CN1CCOCC1)OC(=O)c1cccs1` (stereo not given) → 1%	42%[activator][38.3 µM]	4%	-2.5%	-2%	-9%[46.1 µM]	-2%
Listed for `COc1ccc(NC(=S)N2CCc3ccccc3C2)cc1OC` → x	-4%	-6%	-1.5%	1%	2%	4%

The results go on.
The line under a structure holds: LMNA splice mod	IMPase Li cell	aGal spleen mod	Epigenetic reg	Luc counter	NPSR antagonist	CBFb-RUNX1 inh
CCOc1ccc(NC(=S)NC2CC3CCC(C2)N3Cc2ccco2)cc1 (stereo not given)
  x	16%	-15%	-1.6%	-1%	8%	6%
COC(=O)CNC(=O)C1(C)C=CCN1C(=O)c1ccccc1 (stereo not given)
  12%	0%&-18%	20%&1%	-0.1%&0.2%	-1%&-10%	10%	0%[2.36 µM]
Cc1ccc(C(=O)N/N=C\C=C\c2ccc(Br)cc2)cn1
  x	-8%	-4%	-4.9%	-1%	-13%	1%
CCOC(=O)c1sc2nc(NC(=O)C3CC3)sc2c1C
  -10%	13µM*	19%	-4.2%	1%	-3%[46.1 µM]	-11%
Cc1ccc(OC(=O)CCC(=O)Nc2ccc(S(=O)(=O)Nc3cc(C)on3)cc2)cc1
  -10%	-7%	0%	-2.0%	0%	-2%[46.1 µM]	2%
CCOc1ccc(NC(=O)COC(=O)c2ccc3c(c2)C(=O)N(CCc2ccccc2)C3=O)cc1
  u	4%	-2%	-0.9%	3%	-16%	-3%
CCOC(=O)c1[nH]c2ccccc2c1NC(=O)c1ccc(S(=O)(=O)N2CCCCC2)cc1
  8%	5%	11%	8.3%	-2%	-23%	-1%[2.36 µM]
Cc1ccc(C)c(C2C(C#N)=C(N)Oc3cc(C)oc(=O)c32)c1 (stereo not given)
  3%	5%	4%	2.1%	2%	2%	9%
O=S1(=O)CCC(NC(=S)SCCOc2ccccc2)C1 (stereo not given)
  u	3%	-2%	1.1%	-3%	44%	21%
Cc1ccc2c(c1)c1c(n2CC(O)Cn2nc(C)c(Br)c2C)C(=O)CCC1 (stereo not given)
  2%	27%[38.3 µM]	0%	1.8%	13%	-38%[46.1 µM]	5%
O=C(COC(=O)c1ccc(O)cc1)Nc1cc(C(F)(F)F)ccc1Cl
  0%[46 µM]	7%	12%	-2.5%	-4%	-45%	4%
Cc1ccccc1Oc1ncnc2sccc12
  7%[0.0737 µM]	-4%[38.3 µM]	-8%	-0.2%	3%	3%[46.1 µM]	1%
CC(=O)Nc1cc(-c2ccc(Cl)cc2)nn1-c1ccccc1
  1%	10%	5%	5.8%	-4%	-7%[46.1 µM]	10%
COc1ccc(NC(=O)N2CCCC(CCC(=O)N(C)CCc3ccccn3)C2)cc1 (stereo not given)
  x	22%	1%	12%	-2%	-12%	-2%
COc1cccc(C(=O)N2CCN(S(=O)(=O)Cc3ccccc3)CC2)c1
  0%	-5%[38.3 µM]	7%	-1.8%	-1%	4%[46.1 µM]	-14%
Cc1nc2c(C(=O)N3CCCCC3)cnn2c(C)c1Cc1ccccc1F
  u	0%[38.3 µM]	u	1.2%	-5%	-18%[46.1 µM]	3%
CSc1nc(N2CCN(CCO)CC2)c2sc3nc(-c4ccco4)c4c(c3c2n1)CCC4
  2%	5%[38.3 µM]	3%	-4.3%	2%	-8%[46.1 µM]	-1%
Nc1ncnc2c1ncn2[C@H]1C[C@H](O)[C@@H](COP(=O)(O)O)O1
  -6%	-3%	-7%	1.1%	-2%	0%	u
CC(C)NC(=S)N/N=C1\CCCCc2ccccc21
  -10%	18%	3%	1.1%	2%	-34%	-13%

Bioassay records (PubChem)

Some of the compounds tested (hit frequency here may not be typical).
